TAAR1 antag: antagonists of human TAAR1 | Q96RJ0 | CHO RD-HGA16 TAAR1, Fluo-8 calcium fluorescence, antagonist | inhibition, % at 3 µM | 360,000 tested, 1.5% active;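 active = inhibition above a per-plate cutoff, the mean inhibition of test compounds on that plate plus 3 SD, cut at about 49% in these data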;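 also: 0% = DMSO plus EC80 beta-PEA response and 100% = DMSO alone without agonist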
Target sequence (Q96RJ0 whole entry, looked up): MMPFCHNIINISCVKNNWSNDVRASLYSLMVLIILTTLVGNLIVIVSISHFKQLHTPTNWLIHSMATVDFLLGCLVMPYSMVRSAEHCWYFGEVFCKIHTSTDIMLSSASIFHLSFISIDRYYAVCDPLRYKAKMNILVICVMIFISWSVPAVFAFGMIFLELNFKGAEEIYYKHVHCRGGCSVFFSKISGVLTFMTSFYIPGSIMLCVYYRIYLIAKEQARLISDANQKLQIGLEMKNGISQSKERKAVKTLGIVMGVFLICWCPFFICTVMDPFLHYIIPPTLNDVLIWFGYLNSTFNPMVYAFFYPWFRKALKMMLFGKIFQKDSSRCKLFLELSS
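System: CHO RD-HGA16 cells bearing hTAAR1. Reagent: EC80 β-phenethylamine stimulus. Schedule: seeding 17-24 h prior, 75-min 37 °C, 30-min RT dye loading. Signal: Fluo-8 intracellular calcium dye fluorescence, real-time kinetic reads. Read-out: % inhibition from peak post-agonist over basal fluorescence ratio. Benchmarks: vehicle wells and EC80 agonist wells. Replicates: n of 1.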
GPR7 antagonist: human neuropeptides B/W receptor 1 antagonism; P48145; GPR7-expressing cells, fluorescence antagonist assay; inhibition, % at 4.4 µM; 290,000 tested, 1.1% active; in the data active = inhibition above about 16%, passing the limit was not always enough;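 also: cells stimulated with the agonist NPW; 0% = agonist with vehicle and 100% = vehicle without agonist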
Target sequence (P48145 whole entry, looked up): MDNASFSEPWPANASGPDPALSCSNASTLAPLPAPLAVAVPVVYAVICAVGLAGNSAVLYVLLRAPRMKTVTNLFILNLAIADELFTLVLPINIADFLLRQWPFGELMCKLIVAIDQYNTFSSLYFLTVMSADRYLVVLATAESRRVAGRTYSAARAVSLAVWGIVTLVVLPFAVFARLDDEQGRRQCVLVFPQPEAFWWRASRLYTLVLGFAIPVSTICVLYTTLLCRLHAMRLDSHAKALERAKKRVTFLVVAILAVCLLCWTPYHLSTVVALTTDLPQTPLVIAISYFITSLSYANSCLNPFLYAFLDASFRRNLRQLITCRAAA
CHO parental Ca: signal in parental CHO cells, OX1R antagonist counter-screen; inhibition, % at 5.6 µM; 330,000 tested, 0.63% active; parental CHO-K1, ATP-induced calcium, Fluo-8 fluorescence;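 active = inhibition above that plate's mean sample inhibition plus 3 SD, cut at about 26% in these data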;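 also: 0% = ATP-challenged DMSO wells and 100% = DMSO wells without ATP; some compounds past the cut are filed as inactive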
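Material: parental CHO cells / Compound: single nominal dose of 5.6 µM per compound / Signal: Fluo-8 fluorescence / Replicates: singlicate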
OXTR agonist: activates the human oxytocin receptor | activation, % at 3 µM | AID 2435 | P30559 | CHO-OTR cells, Fluo-8 calcium fluorescence; normalized: DMSO 0%, oxytocin 100% | 320,000 tested, 0.32% active;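 active = activation above the mean of all tested compounds plus 3 SD, cutoff set per screening run, cut at about 20% in these data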;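 also: peak over basal fluorescence ratio from a 100 s FLIPR kinetic read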
Target sequence (P30559 whole entry, looked up): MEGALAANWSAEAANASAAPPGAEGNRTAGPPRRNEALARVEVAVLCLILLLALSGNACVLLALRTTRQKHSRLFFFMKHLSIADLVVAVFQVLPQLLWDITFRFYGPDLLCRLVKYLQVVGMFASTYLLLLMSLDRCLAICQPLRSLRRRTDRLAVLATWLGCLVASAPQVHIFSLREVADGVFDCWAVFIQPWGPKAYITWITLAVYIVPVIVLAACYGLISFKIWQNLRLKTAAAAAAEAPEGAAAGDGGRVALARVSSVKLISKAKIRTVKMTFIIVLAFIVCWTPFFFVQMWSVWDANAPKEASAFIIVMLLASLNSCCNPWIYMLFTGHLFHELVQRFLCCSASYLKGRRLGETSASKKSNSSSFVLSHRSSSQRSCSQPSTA
CHO-K1 Ca PAM: nonselective activator or artifact in parental CHO-K1 calcium assay; ATP EC20, Fluo-8 calcium fluorescence; 0% at ATP EC20, 100% at ATP max; AID 602247; 360,000 tested, 0.02% active; activation, % at 3 µM;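 active = activation above the run cutoff, the mean activation of all test compounds plus 3 SD, cut at about 40% in these data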;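 also: peak over basal fluorescence ratio in a 140 s read after ATP addition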
CHO-K1 Ca antag: counter-screen for M1 antagonists: effect in parental CHO-K1 cells. inhibition, % at 3 µM. ATP-induced calcium, Fluo-8 fluorescence. 360,000 tested, 0.6% active. AID 602250;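 active = inhibition above a per-plate cutoff, the plate's mean sample inhibition plus 3 SD, cut at about 24% in these data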;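 also: 0% = DMSO plus EC80 ATP and 100% = DMSO alone without ATP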
M1 ag parental: counter-screen for M1 agonists: effect in parental CHO-K1 cells; Fluo-8 calcium fluorescence; scaled to maximal ATP response, vehicle zero; activation, % at 3 µM; AID 602248; 360,000 tested, 0.48% active; in the data active = activation above about 15%;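 also: untransfected CHO-K1 host cells lacking M1 receptor as counterscreen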
OXTR potentiate: human OXTR potentiation; AID 2445; P30559; CHO-OTR cells, Fluo-8 calcium fluorescence, potentiator mode; 0% = oxytocin EC15, 100% = EC100; activation, % at 3 µM; 320,000 tested, 0.061% active;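 active = activation above that plate's cutoff, the mean activation of tested compounds plus 3 SD, cut at about 6.6% in these data, passing the limit was not always enough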;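 also: 100% uses oxytocin at 75 nM as the full agonist control; some results filed as inactive read as strong as hits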
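Material: CHO-OTR cells, human receptor; compound dosing: single dose, 3.0 µM nominal final compound concentration; schedule: 6 min compound pre-incubation at room temperature, 100 s kinetic read; measured by: kinetic Fluo-8 calcium fluorescence; read-out basis: % activation vs EC15 and EC100 oxytocin; controls: EC15 oxytocin alone as 0%, 75 nM oxytocin as 100%; replicates: singlicate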
V1aR counter: V1a receptor agonism, counter-screen for OXTR agonists | P37288 | CHO-V1R cells, Fluo-8 calcium fluorescence, agonist mode; 0% DMSO, 100% 3 nM vasopressin | activation, % at 3 µM | 320,000 tested, 0.25% active | AID 2797;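 active = activation above the mean activation of all tested compounds plus 3 SD, per screening run, cut at about 20% in these data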;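 also: signal is peak over basal fluorescence ratio across a 100 second FLIPR read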
Numbers without * were called inactive; nt = not tested or not shown.

compound | TAAR1 antag | GPR7 antagonist | CHO parental Ca | OXTR agonist | CHO-K1 Ca PAM | CHO-K1 Ca antag | M1 ag parental | OXTR potentiate | V1aR counter
COc1ccc(NC(=O)C2CC(=O)N(C)C(=Nc3ccc4c(c3)OCO4)S2)cc1 (stereo unspecified) | -3 | -2 | -3 | 1.0 | 19 | -24 | 4.1 | -2 | 0.9
O=C(NC12CC3CC(CC(C3)C1)C2)c1ccco1 | 5 | -6 | -15 | -1.2 | -6 | -13 | -0.2 | -2 | 0.8
COc1ccc(N2CC(C(=O)Nc3nc4ccccc4s3)CC2=O)cc1 (stereo unspecified) | -24 | -2 | -13 | 3.5 | -1 | 11 | 0.1 | -12 | 4.0
CCOc1ccc(S(=O)(=O)N2CCC(C(=O)NCc3ccncc3)CC2)cc1Cl | 1 | 18 | -20 | -1.2 | -8 | -10 | -0.4 | -8 | 1.1
O=C(CSc1nnc(NC(=O)c2ccc(F)cc2F)s1)NC1CCCC1 | 0 | -6 | -2 | 0.8 | -1 | 8 | 0.7 | -7 | 0.8
Cc1cnn(CCC(=O)NNC(=S)Nc2cccc(Cl)c2)c1 | -11 | -15 | -11 | 0.5 | 13 | -6 | 0.3 | -6 | 0.1
O=C(c1cc2ccccc2o1)N1CCN(S(=O)(=O)c2cccs2)CC1 | 3 | -11 | -6 | 1.2 | 18 | -2 | 5.9 | -6 | 2.2
CCOC(=O)C1=C(C)NC2=C(C(=O)CCC2)C1c1ccc(O)c(OCC)c1 (stereo unspecified) | -2 | -17 | -9 | 0.0 | 9 | -15 | 0.3 | 2 | 0.5
O=C(Nc1cccc2cccc(NC(=O)c3ccco3)c12)c1ccco1 | 9 | -7 | -5 | -1.3 | -8 | 2 | -0.2 | -4 | -0.9
Cc1ccnc(NC(=O)c2ccc(N3C(=O)CCC3=O)cc2)c1 | -5 | 8 | 9 | 0.5 | 10 | 6 | 0.0 | -6 | 0.3
COC(=O)c1cc(Br)c(=O)n(-c2ccc(F)cc2)c1 | 8 | -8 | 6 | -1.0 | 4 | -2 | -0.4 | -8 | 0.7
COC(=O)c1sc2ncn(CC(=O)N(C)C3CCCCC3)c(=O)c2c1C | -7 | 5 | -9 | 1.3 | -22 | 23 | -0.4 | 2 | -0.4
CCOC(=O)c1ccc(NC(=O)c2nc[nH]c2C(=O)NCCCCNC(=O)c2[nH]cnc2C(=O)Nc2ccc(C(=O)OCC)cc2)cc1 | 31 | nt | -9 | 1.5 | 4 | -8 | 0.0 | 4 | 1.0
COC(=O)[C@H](CCSC)NC(=O)Cn1cc(C)c(=O)[nH]c1=O | -8 | nt | nt | nt | 7 | -4 | 0.1 | nt | nt
COc1cc(C(=O)N2CCOC23CCN(Cc2ccccc2)CC3)cc(OC)c1OC | -21 | nt | nt | nt | 9 | 5 | -0.3 | nt | nt
C=CCN1CC(=O)N2C(C)c3[nH]c4ccccc4c3C[C@H]2C1=O (stereo partly specified) | 7 | -1 | -7 | -0.7 | -6 | -5 | 0.3 | -7 | 2.9
CCCn1c(C)cc(C(=O)COC(=O)c2ccc(Cl)c(S(=O)(=O)N3CCCC3)c2)c1C | 26 | -11 | 6 | 0.7 | 21 | -4 | 1.2 | -4 | 0.7
COc1ccc(/C=C/C(=O)OCC(=O)Nc2cccc(C(C)=O)c2)cc1 | 16 | 0 | -10 | 9.4 | -11 | 9 | 4.2 | -15 | 7.2
CCN(CC)Cc1c(O)c(Cl)cc2c(C)c(C)c(=O)oc12 | 5 | -1 | -15 | -1.9 | -7 | 14 | -0.7 | -7 | -0.4
CCN(CC)c1ncnc2c1ncn2[C@H]1CN(C2CCCC2)C[C@@H](CO)O1 | -19 | nt | nt | nt | 10 | -14 | -0.1 | nt | nt
O=C(NCc1ccc2c(c1)OCO2)C(=O)NCC1OCCCN1S(=O)(=O)c1ccc(F)cc1 (stereo unspecified) | -20 | -13 | -14 | -0.5 | -16 | -5 | 1.3 | -7 | 2.0
O=[N+]([O-])c1cccc(COc2ccccc2CN2CCOCC2)c1 | -17 | nt | nt | nt | 17 | -12 | 1.2 | nt | nt
C[C@H](CO)N1C[C@H](C)[C@@H](CN(C)S(=O)(=O)c2cccc(C#N)c2)OCc2cnnn2CCCC1=O | -8 | nt | nt | nt | 2 | -5 | 0.0 | nt | nt
O=c1c(Cl)c(N2CCN(c3ccc(F)cc3)CC2)cnn1C12CC3CC(CC(C3)C1)C2 | -9 | -5 | -28 | -2.3 | 24 | -7 | 0.7 | -3 | 1.8
O=C(Nc1cccc(C(F)(F)F)c1)Nc1nnc([C@@H]2C[C@H](O)[C@@H](CO)O2)s1 | 11 | nt | nt | nt | -6 | 4 | -0.1 | nt | nt

As entered above.
Entry for `O=[N+]([O-])c1cccc(COc2ccccc2CN2CCOCC2)c1` in TAAR1 antag: -17
Entry for `COc1ccc(NC(=O)C2CC(=O)N(C)C(=Nc3ccc4c(c3)OCO4)S2)cc1` (stereo unspecified) in CHO parental Ca: -3
Entry for `CCOc1ccc(S(=O)(=O)N2CCC(C(=O)NCc3ccncc3)CC2)cc1Cl` in CHO-K1 Ca PAM: -8

3 structures already listed, arranged by length of the SMILES, highest first.
compound | TAAR1 antag | GPR7 antagonist | CHO parental Ca | OXTR agonist | CHO-K1 Ca PAM | CHO-K1 Ca antag | M1 ag parental | OXTR potentiate | V1aR counter
CCCn1c(C)cc(C(=O)COC(=O)c2ccc(Cl)c(S(=O)(=O)N3CCCC3)c2)c1C | 26 | -11 | 6 | 0.7 | 21 | -4 | 1.2 | -4 | 0.7
CCOc1ccc(S(=O)(=O)N2CCC(C(=O)NCc3ccncc3)CC2)cc1Cl | 1 | 18 | -20 | -1.2 | -8 | -10 | -0.4 | -8 | 1.1
COc1cc(C(=O)N2CCOC23CCN(Cc2ccccc2)CC3)cc(OC)c1OC | -21 | nt | nt | nt | 9 | 5 | -0.3 | nt | nt

Additional records.
compound | TAAR1 antag | GPR7 antagonist | CHO parental Ca | OXTR agonist | CHO-K1 Ca PAM | CHO-K1 Ca antag | M1 ag parental | OXTR potentiate | V1aR counter
CCN1CCN(C(=O)C23CCC(C)(C(=O)C2Br)C3(C)C)CC1 (stereo unspecified) | -9 | -8 | -5 | 0.9 | 15 | -14 | 0.8 | -3 | 2.5
COc1ccc(CC(=O)OCc2cc3ccc(C)cc3[nH]c2=O)cc1 | 10 | -11 | -13 | -3.0 | 16 | -12 | 0.9 | -4 | -0.8
O=C(COC(=O)c1ccccc1SCC(=O)N1CCCC1)Nc1ccccc1OC(F)F | 56* | nt | -8 | -2.4 | 10 | -3 | 7.2 | 0 | -1.0
CCCCCC(CC(=O)NO)C(=O)NC(C(=O)N1CCCC1CO)C(C)C (stereo unspecified) | -13 | nt | -5 | 1.8 | 8 | 1 | -0.3 | 4 | 1.7
CCO[C@H]1OC(C(N)=O)=C[C@@H](c2coc3ccccc3c2=O)[C@@H]1CCCO | 13 | -8 | -5 | 0.4 | 17 | -2 | -0.1 | -15 | 0.5
COc1ccc(OC)c(S(=O)(=O)Nc2cccc3ccc(O)cc23)c1 | -19 | nt | 0 | 1.4 | -23 | 13 | 0.5 | -7 | 2.3
O=C(CCC(=O)c1cccs1)Nc1nc2ccccc2s1 | -15 | nt | -16 | 0.3 | 4 | -6 | 0.8 | -9 | -0.4
COc1ccc(C2Nc3cc(OC)ccc3-n3cccc32)cc1 (stereo unspecified) | -39 | -22 | -20 | -2.5 | 22 | -7 | 0.5 | 0 | -0.4
O=C(CSc1nnc(-c2ccccc2)n1C1CCCCC1)Nc1ccc(S(=O)(=O)Nc2ccccn2)cc1 | -20 | -8 | -25 | -1.5 | 4 | -9 | 0.1 | -4 | -0.7
Cn1cnc2nc3n(c2c1=O)CCC3 | -1 | -7 | 11 | 1.4 | 8 | 8 | 0.4 | -1 | 1.3
Cc1cc(C(=O)CN2C(=O)C(=O)N(Cc3ccccc3)C2=O)c(C)n1-c1ccc2c(c1)OCCO2 | 27 | 0 | -9 | 0.1 | 21 | -16 | 0.9 | -27 | 0.3
CC1(NC(=O)C2CCCCC2)CCS(=O)(=O)C1 (stereo unspecified) | -10 | -10 | -7 | -0.3 | 0 | -9 | 6.2 | -18 | -0.3
O=C(Cn1c(=O)n(-c2ccc(F)cc2)c(=O)c2sccc21)c1ccccc1 | 2 | -2 | -3 | -1.5 | 20 | -7 | 0.3 | -2 | 0.9
COc1ccc(NC(=O)CCCC(=O)OCC(F)(F)C(F)F)cc1 | 16 | 2 | 14 | -0.2 | -10 | -5 | 0.4 | -6 | -0.4
O=C1C=C(c2ccccc2)C[C@@H](c2ccc(Cl)cc2)C1 | 33 | nt | -36 | 0.9 | 15 | -14 | 0.4 | -7 | 0.9
C=CCN1C(=O)C(Cc2ccc(OC)cc2)S/C1=N/N=C/c1ccco1 (stereo unspecified) | 13 | 0 | -15 | -0.6 | 3 | -2 | 2.4 | -4 | 0.7
N#Cc1c(NC(=O)C(=O)NCCCN2CCOCC2)sc2c1CCCC2 | -11 | -14 | 9 | -0.6 | -2 | -3 | 6.8 | -11 | -0.3
CC(=O)Nc1cccc(OCCOc2cccc([N+](=O)[O-])c2)c1 | 8 | nt | nt | nt | 10 | -15 | 2.7 | nt | nt
COC(=O)C(NC(C)=O)(Nc1nc2ccc(C)cc2s1)C(F)(F)F (stereo unspecified) | 8 | -9 | 0 | -0.4 | 13 | 4 | -0.1 | -14 | 1.4
COc1ccccc1CNC(=O)C1CCN(Cc2nc(-c3cccc(Cl)c3)oc2C)CC1 | 10 | -14 | -21 | 2.3 | 21 | -3 | 2.0 | -6 | 1.3
CS(=O)(=O)N(CC(=O)O)c1ccc(Oc2ccccc2)cc1 | -12 | -3 | 3 | 0.2 | 3 | 2 | 0.4 | -3 | -0.7
O=S1(=O)N[C@H](Cc2ccccc2)COc2cc(N3CCC[C@H]3CO)ccc21 | -16 | nt | nt | nt | 10 | -7 | 0.6 | nt | nt
O=[N+]([O-])c1cc(-c2cnc3ccccc3n2)ccc1Oc1ccc(F)cc1 | 16 | -4 | -14 | 0.1 | -8 | -2 | 0.1 | -5 | 0.0
O=S(=O)(CCN1CCN(c2ccccn2)CC1)c1ccc(F)cc1 | -22 | -5 | -9 | -0.2 | 18 | -6 | 1.5 | -7 | 0.7
CC(C)(C)OC(=O)N(CCc1ccccc1)Cc1ccccc1OCc1ccc(NC(=O)C2CCCC2)cc1 | -32 | nt | nt | nt | 17 | -14 | 1.1 | nt | nt
COc1ccc(S(=O)(=O)N2CCCC2C(=O)Nc2ccc(O)cc2)cc1 (stereo unspecified) | -27 | 0 | 8 | -0.8 | 19 | -5 | 0.5 | -12 | -0.3
